Cycloheximide cs: counter-screen for Shiga toxin inhibitors: cycloheximide protein synthesis inhibition | cell reporter, cycloheximide protein synthesis inhibition counterscreen | max response, % | 12% of 300,000 active | AID 2314; in the data active = max response mostly above about 13%, no sharp cut-off; inactive = mostly below about 14%; note: read at 38.3 µM for the half of the compounds with a filed dose; 0% is about no effect
AmpC no deterg: inhibitors of E. coli AmpC beta-lactamase without detergent; P00811; AID 485341; Potency, µM (highest dose often 57.1 µM), inactives show at the top dose activity change, negative = inhibition, actives largely listed as inhibitors; AmpC nitrocefin hydrolysis, absorbance 480 nm, 0.0001% Triton; 0.52% of 330,000 active;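 note: potency is the fitted concentration of half-maximal effect; plate controls were no compound for no effect and no enzyme for full effect; nearly all actives have a fitted effect of over 20% in size; some results filed as inactive show a strong effect at the top dose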
Target sequence (P00811 whole entry, looked up): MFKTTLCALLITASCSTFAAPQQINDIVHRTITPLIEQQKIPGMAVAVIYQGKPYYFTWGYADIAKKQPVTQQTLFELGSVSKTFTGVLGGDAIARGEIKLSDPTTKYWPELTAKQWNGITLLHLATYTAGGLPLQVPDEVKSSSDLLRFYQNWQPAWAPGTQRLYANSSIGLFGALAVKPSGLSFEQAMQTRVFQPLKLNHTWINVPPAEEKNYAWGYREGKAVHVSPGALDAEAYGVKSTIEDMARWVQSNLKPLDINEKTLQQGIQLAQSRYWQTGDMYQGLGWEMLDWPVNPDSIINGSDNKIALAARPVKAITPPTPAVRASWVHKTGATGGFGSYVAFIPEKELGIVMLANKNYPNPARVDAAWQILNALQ
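AmpC (5.3 nM in the dispensed reagent) in 20 mM phosphate pH 7.0 with 0.01% (detergent screen) or 0.0001% Triton X-100 was preincubated with compounds for 15 min at room temperature. Nitrocefin was then added from an 800 uM solution, and hydrolysis was followed at 480 nm.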
Shiga inhibitor: Shiga toxin inhibition. Vero cells, Shiga toxin protein synthesis inhibition reporter. inhibition, % at 38.7 µM. 9.2% of 290,000 active; in the data active = inhibition mostly above about 28%, no sharp cut-off; inactive = mostly below about 43%; note: 0% is about no effect
Pf growth 96h: P. falciparum growth inhibition at 96 hours. AID 504834. 6.9% of 320,000 active. Potency, µM (highest dose often 28.7 µM), for inactives: at the top dose activity change, negative = inhibition, hits mostly inhibitors. P. falciparum luciferase reporter growth, 96 h; note: potency is the fitted concentration of half-maximal effect; % is set by controls: 0 for no effect and ±100 for the full control effect
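96 h incubation, 37 C, 5% CO2, of luciferase-reporter P. falciparum-infected RBCs (2% hematocrit, 0.05% parasitemia final) with test compounds; endpoint luminescence.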
LmPK inh: LmPK (Leishmania mexicana) enzyme inhibition. Potency, µM (series often up to 57.5 µM), without a hit: at the top dose activity change, negative = inhibition, most hits filed as inhibitors. purified LmPK, Kinase-Glo ATP luminescence, 1 h. Q27686. 0.37% of 290,000 active; note: potency is the fitted concentration of half-maximal effect; % is set by controls: 0 for no effect and ±100 for the full control effect
Target sequence (Q27686 whole entry, looked up): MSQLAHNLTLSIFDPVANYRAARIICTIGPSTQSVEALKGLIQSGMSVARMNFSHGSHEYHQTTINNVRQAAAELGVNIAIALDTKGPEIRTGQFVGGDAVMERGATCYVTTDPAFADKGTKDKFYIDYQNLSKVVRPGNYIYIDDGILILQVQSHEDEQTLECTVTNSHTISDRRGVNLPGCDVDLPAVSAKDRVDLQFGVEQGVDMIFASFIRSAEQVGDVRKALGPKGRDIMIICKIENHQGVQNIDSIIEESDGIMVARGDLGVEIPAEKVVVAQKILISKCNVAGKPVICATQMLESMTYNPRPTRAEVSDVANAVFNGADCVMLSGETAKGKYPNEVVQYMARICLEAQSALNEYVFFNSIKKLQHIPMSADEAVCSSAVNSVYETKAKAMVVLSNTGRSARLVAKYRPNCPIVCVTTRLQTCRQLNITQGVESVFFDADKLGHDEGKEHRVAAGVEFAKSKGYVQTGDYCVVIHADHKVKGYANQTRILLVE
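Kinase-Glo luminescence read after 1 h RT reaction of 0.1 nM LmPK with 0.5 mM PEP and 0.1 mM ADP. Activity scaled between uninhibited and enzyme-free controls.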
Pf growth 48h: P. falciparum growth inhibition at 48 hours (one generation); AID 504832; P. falciparum luciferase growth in erythrocytes, 48 h; Potency, µM (doses to about 28.7 µM), inactives show at the highest dose activity change, negative = inhibition, hits mostly inhibitors; 5.9% of 310,000 active; note: potency is the fitted concentration of half-maximal effect; % is set by controls: 0 for no effect and ±100 for the full control effect
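A one-generation exposure of luciferase-tagged malaria parasites in RPMI 1640/Albumax erythrocyte culture, 37 C and 5% CO2. Inhibition is inferred from decreased luminescence after adding detection reagent.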
Tb PYK inh: T. brucei pyruvate kinase inhibition; Q57TT1; TbPYK enzyme, Kinase-Glo Plus ATP luminescence, 45 min; Potency, µM (doses to about 76.8 µM), for the others: at the highest dose activity, negative = inhibition, actives largely listed as inhibitors; 0.12% of 410,000 active; AID 624173; note: potency is the fitted concentration of half-maximal effect; % is set by controls: 0 for no effect and ±100 for the full control effect; nearly all actives have a fitted effect of over 50% in size
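Readout: single end-point luminescence (Kinase-Glo Plus, 10 min). Reaction conditions were TbPYK/substrate plus 130 uM ADP, 45 min at RT, pH 7.2 TEA buffer. No-enzyme wells served as controls, and data were normalized before concentration-response fitting.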
Active calls of the source: *; ? = inconclusive; · = not tested or not shown; & = joins results of further samples; [ ] = remark or other dose. Unless noted, calls come from the whole dose curve; as a rule, active = well fitted curve in the direction sought with a large enough effect; inconclusive = small, poorly fitted or top-dose-only effect, or another doubt; inactive = no such curve, though single readings can be large; an effect the other way counts as inactive or inconclusive.

Below each compound: Cycloheximide cs	AmpC no deterg	Shiga inhibitor	Pf growth 96h	LmPK inh	Pf growth 48h	Tb PYK inh
- CCn1cc([C@@H]2C[C@H]3CN(Cc4cccc(Cl)c4)C(=O)[C@]34CCCN24)cn1
    1	51%	12	-14%	0%	?	2%
- Cc1cc(C(=O)Nc2ccc(Cl)cc2)c2ccccc2n1
    -1	12%	1	-18%	3%	7%	-5%
- O=[N+]([O-])c1cc(Cl)cc(/C=N\Nc2ccccn2)c1O
    -3	-25%	-17	?	-4%	?	?
- CCn1cc(C(=O)O)c(=O)c2cc(F)c(N3CCN(C(=S)Nc4ccccc4OC)CC3)cc21
    -2	5%	3	-9%	-3%	?	-4%
- Nc1ncn([C@H]2C[C@H](O)[C@@H](CO)O2)c(=O)n1
    ·	-8%	·	27%	·	-5%	10%
- CNc1nc(-c2ccc([N+](=O)[O-])cc2)cs1
    32*	-5%	53*	·	-2%	138%[activator]	4%
- CCNC(=S)N1CCN(CCNC2=CC(=O)CC(C)(C)C2)CC1
    -2	-10%	-13	-11%	3%	16%	0%
- C=CCn1c(=NC(=O)C2COc3ccccc3O2)sc2cc(S(N)(=O)=O)ccc21 (stereo not drawn)
    0	-23%	-10	?	2%	-18%	3%
- Cn1c(=O)oc2cc(S(=O)(=O)NCCC(=O)NC3CCCC3)ccc21
    4	-16%	-8	?	1%	7%	3%
- COc1cc(/C=N/NC(=O)CSc2cc(C)c(Br)cc2C)ccc1O
    -1	-55%	-9	·	0%	2%	0%
- COc1ccc(NC(=O)C2C3C=CC4(O3)C2C(=O)N(CCN2CCCCC2C)C4C(=O)NC2CCCCC2)cc1 (stereo not drawn)
    -3	22%	-7	?	10%	-3%	0%
- COCC(=O)Oc1c(Sc2ccccc2[N+](=O)[O-])c(C)nn1C(C)(C)C
    2	-28%	-4	?	2%	?	-12%
- COc1cc(/C=C2\C(=O)N(CCC#N)N=C2C)c(Br)cc1OC(C)C
    -4	-10%	2	-25%	8%	-2%	-6%
- CN(C)CCN(C(=O)c1ccc(S(=O)(=O)N(C)c2ccccc2)cc1)c1nc2ccc(Cl)cc2s1
    34*	7%	64*	?	-7%	-30%	3%
- Cc1ccc2sc(N(CCCN(C)C)C(=O)c3ccc(S(=O)(=O)N(C)C4CCCCC4)cc3)nc2c1C
    ·	-49%	·	12µM*	·	10µM*	0%
- COc1cccc(CN2CCC(n3nccc3NC(=O)CCCc3ccccc3)CC2)c1
    1	122%[activator]	-15	-14%	-2%	?	-5%
- CCOC(=O)N1CCN(C(=O)c2ccc(NS(C)(=O)=O)cc2)CC1
    -3	-22%	-9	27%	0%	-2%	-3%
- COC(=O)C1C(=O)C2=C(CC1C)NC(C)=C(C(=O)OCc1ccc(OC)cc1)C2c1ccc(C)o1 (stereo not drawn)
    -2	49%	3	?	2%	?	-3%
- C[C@H](NC(=O)c1ccccc1)C(=O)N1CCN(c2ccccc2)CC1
    -2	2%	24	15%	2%	6%	-3%
- CN1CCN(S(=O)(=O)c2ccc(N3CCN(c4ccc(O)cc4)CC3)c([N+](=O)[O-])c2)CC1
    ·	29%	·	?	·	?	?
- Oc1ccc(Nc2nnc(-c3ccc(O)cc3)c3ccccc23)cc1
    -1	-17%	-14	90%[activator]	-1%	?	7%
- COc1ccc(N2CCN(C(=O)CN(CCc3ccccc3)S(C)(=O)=O)CC2)cc1
    2	84%[activator]	-13	-30%	6%	·	-6%
- COc1ccnc(Oc2ccc(F)cc2)c1C(=O)N/C=N/OCc1ccc(F)cc1
    10	113%[activator]	-18	?	5%	-4%	4%
- Cc1cc(C)nc(NC(=O)/C=C/c2ccccc2Cl)n1
    45*	-11%	70*	36%[activator]	-9%	76%[activator]	-10%
- C[C@H](N)c1nnc(SCc2c(Cl)cccc2Cl)o1
    0	-13%	10	·	0%	15%	·
- COc1cccc(CNC(=O)CCC2CCCN(C(=O)c3cscn3)C2)c1 (stereo not drawn)
    11	-10%	-12	?	-5%	20%	0%
- CC(=O)c1cccc(NC(=O)c2cc(=O)[nH]c3ccccc23)c1
    -4	-9%	23	26%	0%	3%[0.00184 µM]	-2%
- O=C(CSc1nnc(-c2ccccc2Br)o1)N1CCc2ccccc2C1
    -5	-4%	-11	3.3µM*	1%	8%	-1%
- O=C(O)CCCn1cc(NC(=O)c2ccco2)cn1
    -5	-16%	-3	50%[activator]	2%	12%[5.75 µM]	4%
- Cc1ccc(NC(=O)Cn2cccc2)c(Br)c1
    14	-15%	45*	·	-3%	1%	4%
- NC(=O)C1CCCN(CC(=O)Nc2cc(S(=O)(=O)N3CCOCC3)ccc2N2CCCC2)C1 (stereo not drawn)
    ·	-12%	·	?	·	-6%	1%
- COc1ccccc1-n1c(-c2ccc(Cl)cc2)c[nH]c1=S
    -6	-13%	11	?	-5%	?	-27%
- CCOC(=O)c1nn(-c2cc(C(=O)OC)cc(C(=O)OC)c2)cc1O
    -3	-6%	-18	2%	0%	20%	6%
- O=C(c1ccco1)N(Cc1cccc(Cl)c1)C1CCS(=O)(=O)C1 (stereo not drawn)
    -1	-3%	-10	21%	2%	5%	0%
- Cc1nnc(NC(=O)C2CSC3(C)CCC(=O)N23)s1 (stereo not drawn)
    ·	-12%	·	?	·	-1%	-3%
- O=C(O)c1nn(CCOc2ccc(Cl)cc2Cl)c(=O)c2ccccc12
    -6	-25%	-15	45%[activator]	5%	23%	1%
- CCOC(=O)Cn1nc(C)cc1NC(=O)c1ccncc1
    7	-13%	24	?	8%	-7%	-2%
- O=c1cc(C(F)(F)F)nc(-n2[nH]c3c(c2=O)CCCC3)[nH]1
    5	-29%	6	?	-16%	?	2%
- N/C(=N\c1nc(CSc2nnnn2-c2ccccc2)cc(=O)[nH]1)Nc1ccccc1
    9	-7%	-11	8%	0%	-24%	·
- Cc1cc(C)c(S(=O)(=O)Nc2cccc(S(=O)(=O)NC3=NCCC3)c2)c(C)c1
    -1	-18%	3	6%	-1%	-88%	-6%
- N#CCCN(C(=O)CCl)c1cccc(Cl)c1
    -1	1%	-21	5.2µM*	-5%	?	5%
- Cc1c(C)c2ccc(OCC(=O)N(C)C)c(C)c2oc1=O
    -2	-12%	-3	-29%	-10%	28%	-1%
- CCN(CC(=O)NCc1ccc(F)cc1)C(=O)/C=C/c1cc(OC)ccc1OC
    4	34%	-4	19%	5%	4%	-1%
- CC(=O)CC(c1ccc([N+](=O)[O-])cc1)c1c(O)c2ccccc2oc1=O (stereo not drawn)
    -4	-20%	-10	·	2%	-10%	3%
- CCOC(=O)c1[nH]c(C)c(CC(C)C)c1C
    20*	-5%	28	-30%	-1%	7%	5%
- CCOC(=O)C1CCN(c2c(NC3CCCCCCC3)c(=O)c2=O)CC1
    -1	-15%	8	?	1%	-6%	2%
- COc1ccc(Cl)cc1NC(=O)NCC1CCN(Cc2ccccc2F)CC1
    0	32%	-7	12%	9%	?	3%&-7%
- c1csc(-c2nc3c4ccccc4c4ccccc4c3[nH]2)c1
    8	-44%	-37	?	-1%	?	5%
- CCCn1c(SCC(=O)NC2CCCC2)nnc1-c1ccccn1
    -11	2%	6	109%[activator]	4%	4%	-3%
- COCCCn1c(SCc2ccccc2)nc2cc(OC)c(OC)cc2c1=N
    -4	210%[activator]	-3	?	4%	13µM*	-2%

The list goes on.
Below each compound: Cycloheximide cs	AmpC no deterg	Shiga inhibitor	Pf growth 96h	LmPK inh	Pf growth 48h	Tb PYK inh
- O=S(=O)(Nc1ccccc1Cl)c1cc(NC(=S)NCCN2CCOCC2)ccc1Cl
    -2	-43%	18	0%	-1%	0%	-1%
- COc1ccc(OCc2nnc3n2N=C(c2ccc(OC)cc2)CS3)cc1
    -7	2%	-14	-3%	2%	·	-11%
- COc1ccccc1CNC(=O)CCn1c(=O)oc2ccccc21
    -1	7%	-22	1%	2%	·	1%
- C=CCn1c(-c2cccc(OC)c2OC)n[nH]c1=S
    -6	-16%	-3	-41%[1.15 µM]	1%	-19%	?
- CCc1nc2c(sc3nc(N4CCOCC4)c4c(c32)CC(C)(C)OC4)c(=O)o1
    -3	-15%	-12	-7%	2%	-7%	·
- COc1ccc(NC(=O)c2cc(-c3ccccc3Cl)no2)cc1
    32*	-20%	69*	62%[activator]	1%	33%[activator]	-8%
- CC1(C)Cc2nc3oc4c(=O)n(CC(=O)Nc5cccc(Cl)c5)cnc4c3cc2CO1
    1	-18%	12	-5%	-6%	2%	0%
- COc1ccc(OC)c2c1cc(C(=O)N[C@H](C(=O)N1CCC(C(=O)O)CC1)C(C)C)n2C
    -2	-13%	4	-3%	-1%	-18%	-4%
- COc1ccc(-c2csc(NC(=O)c3ccccc3C(=O)O)n2)cc1
    7	-22%	16	35%[activator]	-4%[11.5 µM]	12%	2%
- COc1cc2ccccc2cc1C(=O)N(CCN(C)C)c1nc2c(OC)ccc(OC)c2s1
    -5	168%[activator]	-2	?	-4%	?	-5%
- Cc1ccc(F)cc1NC(=O)c1cnccn1
    10	-8%	11	13%	2%	26%	-1%
- O=C(CN1CCN(CC(=O)Nc2ccccc2F)CC1)Nc1cccc(F)c1
    -2	0%	23	1%	0%	0%	3%
